KOR beta-arrestin-1: KOR agonists, beta-arrestin recruitment, primary screen, cell-based, luminescence, uHTS (AID 1777). KOR beta-arrestin recruitment, luminescence; higher % means a stronger effect. Kappa-type opioid receptor (Homo sapiens). activation, % at 10 µM; hits with a dose series show EC50 in µM. 280,000 compounds, 0.02% hits; in the data active means activation above about 50%, passing the limit was not always enough; further: a part of the inactive calls stands beside numbers as strong as those of hits
GPR55 LPI antagonism: GPR55 antagonists blocking LPI-driven arrestin recruitment, primary screen, imaging, U2OS, beta-arrestin-GFP, LPI agonist (AID 2013); G-protein coupled receptor 55 (Homo sapiens); U2OS GPR55 beta-arrestin-GFP translocation imaging, LPI antagonism; higher % means a stronger effect; inhibition, % at 10 µM, or IC50 in µM where a hit was titrated; 290,000 compounds, 0.13% hits;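 active means spots per cell inhibited over 60%, with over 100 cells counted and total cytoplasm intensity under 500,000; inconclusive means wells with under 100 cells, flagged as likely toxic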;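 further: U2OS cells stably carrying GPR55 and arrestin-GFP stimulated by 5 µM LPI near EC80; imaged beta-arrestin-GFP aggregate spots per cell after agonist stimulation; plate controls were LPI-stimulated DMSO wells for no effect and DMSO wells without LPI for full effect; some results filed as inactive read as strong as hits; confirmed hits need IC50 under 10 µM and bright autofluorescent wells are also inconclusive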
KOR beta-arrestin-2: KOR antagonists, beta-arrestin recruitment, cell-based, luminescence, uHTS (AID 1778). Kappa-type opioid receptor (Homo sapiens). KOR beta-arrestin recruitment, luminescence, antagonist mode; higher % means a stronger effect. inhibition, % at 10 µM; hits with a dose series show IC50 in µM. 290,000 compounds, 0.091% hits; in the data active means inhibition above about 50%; further: strong numbers were not always called active
GPR55 beta-arrestin: GPR55 agonists via beta-arrestin recruitment, primary screen, imaging, U2OS cells, beta-arrestin-GFP redistribution (AID 1961); G-protein coupled receptor 55 (Homo sapiens); U2OS GPR55 beta-arrestin-GFP redistribution imaging; higher % means a stronger effect; activation, % at 10 µM; hits with a dose series show EC50 in µM; 290,000 compounds, 0.048% hits;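 active means activation above 40% with more than 50 cells counted in the well; inconclusive means wells holding fewer than 50 cells, flagged as toxic or sparse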;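 further: U2OS osteosarcoma cells stably expressing GPR55 and beta-arrestin-GFP; plate controls were DMSO negative control for no effect and LPI positive control for full effect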
SIAH1 antagonists: Siah-1 peptide-binding antagonists, primary screen, biochemical, fluorescence polarization, rhodamine-plectin, uHTS (AID 1817); E3 ubiquitin-protein ligase SIAH1 (Homo sapiens); 290,000 compounds, 0.02% hits; Siah-1 / rhodamine-plectin peptide fluorescence polarization; higher % means a stronger effect; one-dose displacement, % at 20 µM; IC50 in µM for titrated hits;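 active means displacement of at least 50% at 20 µM, with a fluorescence ratio check between 0.3 and a set limit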;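 further: plate controls were Siah plus tracer with DMSO for no effect and tracer alone without Siah for full effect; strong numbers were not always called active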
GPR35 arrestin U2OS: GPR35 antagonists blocking zaprinast-driven arrestin recruitment, primary screen, imaging, U2OS, beta-arrestin-GFP, zaprinast agonist (AID 2058); U2OS GPR35 beta-arrestin-GFP translocation imaging, zaprinast antagonism; higher % means a stronger effect; inhibition, % at 10 µM; hits with a dose series show IC50 in µM; 290,000 compounds, 0.052% hits;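 active means inhibition of at least 50% with at least 30 cells and total cytoplasm GFP at most 10,000,000; inconclusive means under 30 cells or total GFP of 10,000,000 plus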
AID2073: inhibitors of Mint1-CaV2.2 protein interaction, biochemical, HTRF (AID 2073); HTRF protein-protein interaction, Mint1-CaV2.2; higher % means a stronger effect; one-dose inhibition, % at 20 µM; IC50 in µM for titrated hits; 290,000 compounds, 0.19% hits; in the data active means inhibition mostly above about 51%, no sharp cut-off; inconclusive means no clear call, values can overlap the other calls; inactive means mostly below about 53%; further: some results filed as inactive read as strong as hits
NOD1 inhibition: NOD1 signaling inhibitors, primary screen, cell-based, luminescence, uHTS (AID 1578) | NOD1-driven NF-kB luciferase reporter cells, luminescence; higher % means a stronger effect | one-dose inhibition, % at 4 µM; EC50 in µM for titrated hits | 290,000 compounds, 1% hits; in the data active means inhibition mostly above about 36%, no sharp cut-off; inactive means mostly below about 34%;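 further: HEK-293T reporter cells stimulated with the NOD1 agonist gamma-tri-DAP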
HIV fusion peptide: inhibitors of HIV fusion peptide binding, primary screen, biochemical, uHTS, fluorescence dequenching (AID 1986); inhibition, % at 20 µM, or IC50 in µM where a hit was titrated; 290,000 compounds, 0.3% hits; cell-free peptide binding, fluorescence dequenching, 30 min; higher % means a stronger effect; in the data active means inhibition mostly above about 52%, no sharp cut-off; inactive means mostly below about 76%; further: some results filed as inactive read as strong as hits
The depositor's hits bear a star; ? = inconclusive; / = not tested or not shown; [ ] = dose if it differs, or a comment. Only part of the results is shown, so the mix of outcomes need not match the whole.

SMILES	KOR beta-arrestin-1	GPR55 LPI antagonism	KOR beta-arrestin-2	GPR55 beta-arrestin	SIAH1 antagonists	GPR35 arrestin U2OS	AID2073	NOD1 inhibition	HIV fusion peptide
COc1ccccc1-n1c(C)cc(C=O)c1C	-6.1%	2%	19%	0.5%	1%	-1%	1%	-10%	-0.9%
Cc1ccc(S(=O)(=O)N2CCCCC2C(=O)N2CCN(c3ccccc3F)CC2)cc1 (configuration not stated)	-1.9%	-18%	7%	-0.1%	3%	8%	-2%	-11%	-0.6%
O=C(NCc1csc(-c2cccs2)n1)C1CC1	5.1%	-2%	-22%	-0.2%	1%	11%	6%	-11%	0.5%
Cc1nn(-c2ccccc2)c(Cl)c1/C=N\NC(=O)c1cnccn1	-0.3%	-2%	-5%	0.1%	2%	2%	3%	-30%	2.0%
O=C1CC(c2c[nH]c3ccccc23)C(=O)N1 (configuration not stated)	-4.2%	10%	1%	0.1%	4%	-9%	0%	4%	0.5%
COc1ccc(NC(=O)CSc2ccccc2)c(OC)c1	13%	-13%	-16%	-0.4%	-2%	-4%	-5%	20%	0.4%
O=C(NC1CC1)C1=C[C@@H](C2CCCCC2)C[C@@H](OCCCCO)O1	-3.6%	-3%	-3%	0.1%	7%	15%	8%	-15%	-0.4%
O=C(Nc1ccc(F)cc1)C(c1ccccc1)N1CCN(C(=O)c2ccco2)CC1 (configuration not stated)	-8.3%	-9%	3%	-0.2%	0%	-4%	-5%	-8%	-2.0%
COc1cc(C(=O)N2CCCC(c3nc(-c4cccs4)no3)C2)cc(OC)c1OC (configuration not stated)	-1.8%	4%	-33%	0.1%	-4%	6%	-2%	6%	-1.8%
CCOc1ccc(/C=N/NC(=O)c2cc3ccccc3cc2OC)cc1	-3.3%	9%	27%	-0.1%	-1%	-1%	2%	-25%	1.0%
CCn1c(=O)c(=O)[nH]c2cc(C(=O)NC3CCCc4ccccc43)ccc21 (configuration not stated)	-8.0%	1%	11%	-0.1%	7%	-18%	1%	-15%	5.7%
CC(C)(C)Nc1c2ccccc2nc2ccccc12	-3.7%	9%	-26%	0.0%	-2%	13%	8%	-1%	-1.4%
C/C(=N\NC(=S)NCCc1ccccc1)c1cccs1	10%	10%	22%	0.0%	-10%	16%	-18%	15%	-2.1%
O=C(NCCCN1CCOCC1)c1cc(-c2ccc(Cl)c(Cl)c2)on1	1.8%	-3%	-28%	-0.2%	12%	10%	-4%	-37%	-0.1%
COc1ccc(NC(=O)c2cccc(Oc3ccccc3)c2)cn1	-0.5%	-7%	-48%	/	0%	-7%	10%	-20%	-0.8%
O=C(Cc1ccccc1[N+](=O)[O-])N1CCc2ccccc2C1	-5.3%	18%	-1%	0.2%	9%	15%	-4%	-45%	0.9%
COC(=O)NC1CSCC1OC(=O)c1ccc(Br)cc1 (configuration not stated)	2.2%	-2%	-20%	-0.5%	10%	-3%	8%	-24%	-0.2%
O=C(c1cnn(-c2cccc(F)c2)c1)c1ccccc1O	-3.2%	1%	-28%	-0.1%	17%	-4%	9%	-3%	-1.5%
CCN(CC)S(=O)(=O)c1cccc(-c2n[nH]c(=S)n2/N=C/c2ccc(Br)cc2)c1	-3.4%	0%	-50%	-0.3%	4%	-17%	-4%	-15%	0.1%
CC1CCCN(C(C(=O)Nc2ccc3c(c2)OCO3)c2ccccc2)C1 (configuration not stated)	-7.1%	10%	16%	-0.2%	-2%	-1%	-4%	-1%	1.2%
Fc1ccc(C(CCNCc2ccccn2)c2ccc(Cl)cc2)cc1 (configuration not stated)	-2.6%	12%	20%	0.0%	-2%	-6%	-3%	5%	-0.6%
COc1ccc(OC)c(S(=O)(=O)N2CCc3ccccc32)c1	-1.7%	9%	12%	0.2%	4%	2%	-1%	/	0.0%
CC(C)(C)c1ccc(Oc2ncccc2NC(=O)c2cccs2)cc1	-5.2%	16%	17%	0.0%	10%	-4%	17%	2%	-1.4%
CNC(=S)N(C)[C@H]1c2c(ccc3ccccc23)OC[C@H]1CO	-0.4%	5%	-12%	0.2%	0%	20%	-8%	1%	-0.4%

Whole records as entered above. Order of screens: KOR beta-arrestin-1 | GPR55 LPI antagonism | KOR beta-arrestin-2 | GPR55 beta-arrestin | SIAH1 antagonists | GPR35 arrestin U2OS | AID2073 | NOD1 inhibition | HIV fusion peptide
O=C(Cc1ccccc1[N+](=O)[O-])N1CCc2ccccc2C1 in the list: -5.3% | 18% | -1% | 0.2% | 9% | 15% | -4% | -45% | 0.9%
CC(C)(C)c1ccc(Oc2ncccc2NC(=O)c2cccs2)cc1 in the list: -5.2% | 16% | 17% | 0.0% | 10% | -4% | 17% | 2% | -1.4%

Remaining list, next part:
SMILES	KOR beta-arrestin-1	GPR55 LPI antagonism	KOR beta-arrestin-2	GPR55 beta-arrestin	SIAH1 antagonists	GPR35 arrestin U2OS	AID2073	NOD1 inhibition	HIV fusion peptide
Cc1cc(OC(=O)c2cc(C(F)(F)F)cc(C(F)(F)F)c2)c([N+](=O)[O-])c(=O)[nH]1	7.2%	6%	-37%[20 µM]	-0.1%	6%	-2%	2%	-2%	2.9%
Cc1ccc(C(O)(CCN2CCCCC2)c2ccccc2)cc1 (configuration not stated)	-3.9%	1%	11%	-0.1%	-1%	-2%	10%	0%	0.3%
COc1ccccc1-c1cc(C(=O)NCc2ccccc2)no1	-0.8%	4%	6%	0.3%	-2%	-4%	17%	-4%	4.4%
S=c1[nH]nc(Cc2ccc(Cl)cc2)n1-c1ccc2c(c1)OCCO2	/	7%	2%[20 µM]	-0.1%	0%	11%	2%	-32%	-1.6%
CC(=O)Nc1ccc(S(=O)(=O)NC2=C(N3CCN(C)CC3)C(=O)c3ccccc3C2=O)cc1	1.9%	10%	12%	-0.1%	13%	7%	-65%	-24%	1.6%
CN(Cc1cccs1)C(=O)c1ccc(S(=O)(=O)N2CCCCC2)cc1	6.2%	7%	25%	-0.2%	19%	0%	2%	-5%	0.6%
COc1cccc(NC(=O)C2CCC(CNS(=O)(=O)c3ccc4c(c3)CC(C)N4C(C)=O)CC2)c1 (configuration not stated)	3.3%	0%	-10%	-0.2%	-2%	8%	9%	-3%	0.7%
O=C(O)c1ccc(NC(=S)NC2CCCCC2)cc1	6.8%	1%	-33%	-0.4%	-7%	4%	-12%	-17%	-0.7%
CCOC(=O)/C(=N\Nc1ccccc1Cl)N1CCN(C)CC1	-3.8%	6%	10%	-0.2%	-1%	8%	-4%	-27%	1.4%
CCOC(=O)c1c(NC(=O)c2cccs2)sc(C(=O)N(C)C)c1C	-2.8%	14%	10%	-0.1%	0%	8%	-1%	-25%	0.0%
CC(=O)N1CCCc2cc(S(=O)(=O)N3CCCC(C)C3)ccc21 (configuration not stated)	-1.9%	9%	-13%	0.5%	9%	-7%	1%	-13%	0.5%
COc1ccc(-n2c(CCc3ccccc3)nnc2SCC(=O)c2ccc(Cl)cc2)cc1	4.2%	5%	30%	-0.1%	4%	1%	-21%	2%	0.2%

5 records picked at random from those above:
SMILES	KOR beta-arrestin-1	GPR55 LPI antagonism	KOR beta-arrestin-2	GPR55 beta-arrestin	SIAH1 antagonists	GPR35 arrestin U2OS	AID2073	NOD1 inhibition	HIV fusion peptide
S=c1[nH]nc(Cc2ccc(Cl)cc2)n1-c1ccc2c(c1)OCCO2	/	7%	2%[20 µM]	-0.1%	0%	11%	2%	-32%	-1.6%
CCOC(=O)c1c(NC(=O)c2cccs2)sc(C(=O)N(C)C)c1C	-2.8%	14%	10%	-0.1%	0%	8%	-1%	-25%	0.0%
CCOC(=O)/C(=N\Nc1ccccc1Cl)N1CCN(C)CC1	-3.8%	6%	10%	-0.2%	-1%	8%	-4%	-27%	1.4%
O=C(O)c1ccc(NC(=S)NC2CCCCC2)cc1	6.8%	1%	-33%	-0.4%	-7%	4%	-12%	-17%	-0.7%
Cc1ccc(C(O)(CCN2CCCCC2)c2ccccc2)cc1 (configuration not stated)	-3.9%	1%	11%	-0.1%	-1%	-2%	10%	0%	0.3%

The list continues.
SMILES	KOR beta-arrestin-1	GPR55 LPI antagonism	KOR beta-arrestin-2	GPR55 beta-arrestin	SIAH1 antagonists	GPR35 arrestin U2OS	AID2073	NOD1 inhibition	HIV fusion peptide
O=C(c1ccccc1-c1nc(-c2ccccc2Cl)no1)N1CCOCC1	-0.5%	10%	10%	-0.2%	3%	6%	1%	-4%	0.8%
COc1ccc2c(c1)c(=O)oc1c(C)c(OC(C)C(=O)NCC3CCC(C(=O)O)CC3)ccc12 (configuration not stated)	2.0%	-9%	-9%[20 µM]	-0.2%	3%	-9%	29%	-6%	5.7%
O=C(N/N=C/C(Br)=C/c1ccccc1)C1CC1	-8.0%	0%	-1%	-0.6%	0%	1%	-9%	-25%	-0.7%
COc1ccc(-c2[nH]ncc2CNC(C)CCn2cccn2)c(F)c1 (configuration not stated)	-2.9%	4%	7%	0.0%	-5%	9%	-6%	14%	-1.1%
CCCS(=O)(=O)N1CCC(C(=O)NC2CCCCC2C)CC1 (configuration not stated)	-2.1%	16%	36%	-0.1%	2%	3%	-8%	1%	3.7%
CCn1cc(C(=O)N2CCN(c3ccc(OC)cc3)CC2)c2cc(OC)c(OC)cc2c1=O	-4.7%	-17%	-6%	-0.2%	-4%	-6%	43%	-35%	0.8%
CC(=O)OCc1nc2ccccc2s1	-3.0%	3%	-13%	0.1%	2%	-4%	1%	-29%	-2.0%
Cn1c(=O)n(C)c2cc(NC(=O)COc3ccc(F)cc3)ccc21	-0.7%	-8%	-66%[20 µM]	-0.4%	2%	-5%	5%	-10%	0.5%
COc1ccccc1NS(=O)(=O)c1ccc(NC(=O)CCNC(=O)c2ccco2)cc1	4.1%	-4%	-22%	-0.1%	2%	2%	7%	-9%	-1.4%
CCCC(=O)Nc1c2c(nn1-c1ccc(C)cc1C)CSC2	-1.8%	11%	-4%	0.1%	5%	3%	-13%	/	-0.4%
CS(=O)(=O)CCC(C(=O)OCc1ccc(Br)cc1)N1C(=O)c2ccccc2C1=O (configuration not stated)	-3.7%	-6%	-1%	0.1%	-2%	7%	-3%	-27%	-2.2%
COCCCNC(=O)C1CCN(S(=O)(=O)c2ccc3nc4c(c(C(=O)O)c3c2)CCCCC4)CC1	-2.1%	-3%	-13%	-0.1%	-2%	-7%	8%	-3%	-0.6%
CC[C@@H](C)[C@@H](C(=O)N1CCN(C(=O)OC(C)(C)C)CC1)n1cc(CCCN=C(NC(=O)OC(C)(C)C)NC(=O)OC(C)(C)C)nn1	-1.2%	2%	0%	-0.1%	2%	-10%	?	-14%	-0.7%

Screening results deposited in PubChem BioAssay by Sanford-Burnham Center for Chemical Genomics.
